JMJD2A Tudor inh – qHTS Assay for Inhibitors of JMJD2A-Tudor Domain; AID 504339, 2011; Lysine-specific demethylase 4A (Homo sapiens), O75164; Potency, µM (series often up to 114 µM), without a hit: at the highest dose activity change, negative = inhibition, usual class: inhibitors; AlphaScreen JMJD2A-Tudor / H3K4me3 peptide binding; hit rate 4.4% among 390,000; also: potency is read from the fitted curve at half-maximal effect; % is scaled to controls: 0 for no effect and ±100 for the full control effect; nearly all actives have a fitted effect of over 50% in size
GLS inhibitor – qHTS for Inhibitors of Glutaminase (GLS). Glutaminase kidney isoform, mitochondrial (Homo sapiens), O94925. GLS enzymatic activity, qHTS titration. Potency, µM (highest dose often 45.5 µM), for the others: at the top dose activity change, negative = inhibition, hits mostly inhibitors. hit rate 0.21% among 410,000; also: potency is read from the fitted curve at half-maximal effect; % is scaled to controls: 0 for no effect and ±100 for the full control effect
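Read-out is an Amplex red fluorescence increase coupled through glutamate oxidase and HRP, measured before and after 30 min room-temperature incubation. hKGA is in 45 mM KH2PO4 (pH 8.2) with 0.02% Tween-20; glutamine added as 1mM solution.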
12-LOX inh – Primary qHTS assay for inhibitors of human arachidonate 12S-lipoxygenase (ALOX12): Round 2; Potency, µM (titrated, usually from 108 µM), for the others: at the top dose activity change, negative = inhibition, actives largely listed as inhibitors; hit rate 1.1% among 580,000; Polyunsaturated fatty acid lipoxygenase ALOX12 (Homo sapiens), P18054; purified 12hLO, xylenol orange hydroperoxide absorbance; also: potency is read from the fitted curve at half-maximal effect; % is scaled to controls: 0 for no effect and ±100 for the full control effect
Target sequence (P18054 whole entry, looked up): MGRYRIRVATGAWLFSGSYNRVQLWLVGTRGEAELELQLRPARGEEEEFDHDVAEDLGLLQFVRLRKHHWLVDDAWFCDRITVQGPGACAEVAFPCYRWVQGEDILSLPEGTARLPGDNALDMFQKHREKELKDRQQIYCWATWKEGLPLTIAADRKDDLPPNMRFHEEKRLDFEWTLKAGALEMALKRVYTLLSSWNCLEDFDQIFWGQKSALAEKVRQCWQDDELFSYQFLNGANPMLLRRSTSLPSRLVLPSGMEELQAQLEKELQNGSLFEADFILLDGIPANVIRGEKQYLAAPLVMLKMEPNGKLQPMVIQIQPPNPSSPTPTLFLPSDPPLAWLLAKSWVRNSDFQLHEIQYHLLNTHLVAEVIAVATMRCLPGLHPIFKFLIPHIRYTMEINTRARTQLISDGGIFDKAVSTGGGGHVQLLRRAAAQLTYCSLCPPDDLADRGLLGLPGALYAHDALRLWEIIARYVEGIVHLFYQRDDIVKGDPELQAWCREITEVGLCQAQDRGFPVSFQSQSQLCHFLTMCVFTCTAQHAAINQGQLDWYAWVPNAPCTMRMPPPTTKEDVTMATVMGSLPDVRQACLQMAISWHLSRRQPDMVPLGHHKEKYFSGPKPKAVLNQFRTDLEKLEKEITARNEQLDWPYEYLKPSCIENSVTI
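Purified human 12hLO at 150 nM in 25 mM Hepes, 0.01% Triton X-100, pH 7.0, preincubated 15 min at room temperature with compound. Reaction started with 40 uM arachidonic acid, 30 min at room temperature. Hydroperoxide measured by Fe-xylenol orange, 573/405 nm absorbance ratio.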
G9a block – qHTS Assay for Inhibitors of Histone Lysine Methyltransferase G9a; Histone-lysine N-methyltransferase EHMT2 (Homo sapiens), Q96KQ7; G9a H3K9 monomethylation, AlphaScreen, 2 h; Potency, µM (top dose mostly 102 µM), for inactives: at the top dose activity, negative = inhibition, usual class: inhibitors; hit rate 8.8% among 350,000; AID 504332, 2011; also: potency is read from the fitted curve at half-maximal effect; % is scaled to controls: 0 for no effect and ±100 for the full control effect; nearly all actives have a fitted effect of over 75% in size
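Chemiluminescent proximity detection of H3K9 monomethylation, read after 10 min bead incubation in the dark. Reaction: 20 nM G9a, 500 nM biotin-H3K9 peptide, 20 uM SAM cofactor, 2 h, room temperature, following 15 min enzyme-compound preincubation.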
HP1b chromo inh – HTS for Inhibitors of HP1-beta Chromodomain Interactions with Methylated Histone Tails; Chromobox protein homolog 1 (Homo sapiens), P83916; AlphaScreen HP1-beta / biotin-H3K9me3 peptide binding; Potency, µM (titrated, usually from 114 µM), for inactives: at the top dose activity change, negative = inhibition, usual class: inhibitors; hit rate 0.56% among 390,000; AID 540317, 2011; also: potency is read from the fitted curve at half-maximal effect; nearly all actives have a fitted effect of over 70% in size; inactives centre near 23
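Compound inhibition of the preformed complex between 50 nM HP1-beta and 50 nM biotinylated H3K9me3 peptide was read by AlphaScreen. Buffer was PBS pH 7.4 with 0.01% Tween-20. Incubations ran 30 min at room temperature, with 10 ug/mL donor/acceptor beads.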
ERG-DNA inh – qHTS for Small Molecule Inhibitors of the ERG Ets/DNA interaction; Transcriptional regulator ERG (Homo sapiens), P11308; fluorescence polarization, His-ERG Ets domain / labelled DNA; Potency, µM (top dose mostly 76.9 µM), for the others: top-dose FP activity, negative = inhibition, hits mostly inhibitors; hit rate 0.028% among 370,000; AID 624246, 2012; active = well fitted inhibition curve with a large enough effect in the polarisation, with a control signal flat; inconclusive = small, poorly fitted or top-dose-only effect, or effect the other way, or a change in a side signal; inactive = no such curve, though single readings can be large or run the other way; the % refers to the polarisation;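 also: polarization taken with two DNA probes labelled with fluorescein and Texas red; potency is read from the fitted curve at half-maximal effect; % of control where 0% means no effect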
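His-tagged ERG Ets domain (1 uM in the protein solution; 300mM KCl, 50mM Tris-HCl, 1mM EDTA, 1mM DTT, pH 7.5) received compound, then a probe mix of 5 nM fluorescein-DNA and 100nM Texas-615-DNA. Fluorescence polarization was read for both dyes.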
BAZ2B block – qHTS Assay for Inhibitors of BAZ2B | AID 504333, 2011 | Bromodomain adjacent to zinc finger domain protein 2B (Homo sapiens), Q9UIF8 | hit rate 4.4% among 360,000 | AlphaScreen BAZ2B-H3K14Ac peptide displacement | Potency, µM (titrated, usually from 114 µM), for inactives: at the highest dose activity change, negative = inhibition, hits mostly inhibitors; also: potency is read from the fitted curve at half-maximal effect; % is scaled to controls: 0 for no effect and ±100 for the full control effect; nearly all actives have a fitted effect of over 60% in size
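AlphaScreen displacement: compounds (up to 110uM) incubated 30 min at room temperature with a preformed 50 nM BAZ2B/50 nM biotinylated H3K14Ac peptide complex in PBS pH 7.4 with Tween-20. Donor and acceptor beads at 10 ug/mL final added, 20 min light-protected before reading.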
RGS4 inhibitor – Inhibitors of Regulator of G Protein Signaling (RGS) 4: qHTS; Potency, µM (doses to about 114 µM), inactives show at the highest dose activity change, negative = inhibition, actives largely listed as inhibitors; hit rate 0.039% among 390,000; Transcreener GDP fluorescence polarization, RGS4-accelerated GTP hydrolysis; AID 504845, 2011; also: potency is read from the fitted curve at half-maximal effect; % is scaled to controls: 0 for no effect and ±100 for the full control effect; nearly all actives have a fitted effect of over 75% in size; some results filed as inactive show a strong effect at the top dose
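MLSMR compounds (23 nl, pin-transferred) preincubated 10 min at room temperature with a 500nM (2x) first reagent, then RGS4 at 900nM (2x) plus Transcreener GDP mix added; fluorescence polarization (620/688 nm) read before and after 90 min at 30 °C.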
PI4K2A inh – qHTS for small molecular inhibitors of PI4K2A; Phosphatidylinositol 4-kinase type 2-alpha (Homo sapiens), Q9BTU6; purified PI4K2A, ADP-Glo luminescence, 1 h; active compounds read low; activity change, negative = inhibition, % at 76.9 µM; hit rate 0.13% among 420,000; AID 1346378, 2018; in the data active = activity change below about -50%; inconclusive = mostly about -30% to -49%;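 also: -100% = wells without enzyme as full effect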
Target sequence (Q9BTU6 whole entry, looked up): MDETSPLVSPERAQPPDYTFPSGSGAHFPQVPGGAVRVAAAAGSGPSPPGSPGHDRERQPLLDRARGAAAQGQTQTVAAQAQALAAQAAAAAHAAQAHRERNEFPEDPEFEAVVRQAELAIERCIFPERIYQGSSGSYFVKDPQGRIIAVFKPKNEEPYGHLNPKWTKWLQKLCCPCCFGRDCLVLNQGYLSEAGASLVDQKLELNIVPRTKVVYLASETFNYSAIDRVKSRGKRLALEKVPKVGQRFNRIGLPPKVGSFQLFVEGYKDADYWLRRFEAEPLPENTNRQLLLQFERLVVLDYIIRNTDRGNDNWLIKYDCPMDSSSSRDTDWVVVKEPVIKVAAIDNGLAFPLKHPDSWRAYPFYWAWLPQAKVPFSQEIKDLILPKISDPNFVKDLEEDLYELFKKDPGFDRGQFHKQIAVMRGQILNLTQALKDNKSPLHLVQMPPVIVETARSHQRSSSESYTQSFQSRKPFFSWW
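In this quantitative HTS, ADP production by PI4K2A was quantified luminescently after 1 h at ambient temperature; 100 microM adenosine served as plate-quality control.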
Active calls of the source: *; ? = inconclusive; · = no result given; [ ] = remark or other dose. Unless noted, calls follow the shape of the dose curve; as a rule, active = well fitted curve in the direction sought with a large enough effect; inconclusive = small, poorly fitted or top-dose-only effect, or another doubt; inactive = no such curve, though single readings can be large; an effect the other way counts as inactive or inconclusive.

SMILES	JMJD2A Tudor inh	GLS inhibitor	12-LOX inh	G9a block	HP1b chromo inh	ERG-DNA inh	BAZ2B block	RGS4 inhibitor	PI4K2A inh
CCS(=O)(=O)N1Cc2ccccc2CC1C(=O)NCC12CC3CC(CC(C3)C1)C2 (stereo unspecified)	-12%	2%	-5%	-29%[12.7 µM]	1%	7%	5%	-10%	3
CC(C)CC1Nc2ccc(C(=O)NCCCN3CCOCC3)cc2NC1=O (stereo unspecified)	-6%	?	175%[activator]	?	-21%	3%	3%	17%	3
CCOC(=O)CNC(c1ccccc1)c1cc(Br)ccc1NC(=O)c1cccc(Cl)c1 (stereo unspecified)	15%	-2%	-28%	18%[59 µM]	51%[activator]	-4%	-6%	-16%	-5
O=C(O)c1ccc(N/N=C/c2ccc(-c3ccc(Br)cc3)o2)cc1	?	-7%	?	-3%[59 µM]	10%[57 µM]	2%	?	-48%	-1
Cc1cc(C(=O)OCC(=O)Nc2c(Cl)cccc2Cl)c(C)o1	-10%	10%	-14%	·	12%	32%[activator]	·	11%	1
COc1ccc(C2C(C(=O)c3ccco3)=C(O)C(=O)N2c2nnc(C)s2)cc1 (stereo unspecified)	-13%	0%	?	·	15%	-4%	50µM*	-8%	2
C[C@@H](OC(=O)c1[nH]cnc1C(=O)N1CCN(C(=O)OC(C)(C)C)CC1)c1ccccc1	8%	-5%	10%	·	30%	-1%	·	-33%	3
CCCN1CCN(C(=O)Cn2c(-c3cccs3)cc3cc(F)ccc32)CC1	-18%	7%	-19%	-7%[59 µM]	24%	-11%	-13%	9%	4
CCOC(=O)c1c(C)c(C(=O)NCc2ccc3c(c2)OCO3)c(C)n1C	-12%	0%	?	0%[12.7 µM]	14%	2%	-4%	8%	1
CCOc1ccccc1C1C(C#N)=C(N)Oc2n[nH]c(CC)c21 (stereo unspecified)	-24%	38%[activator]	-17%[57.4 µM]	·	8%	·	-29%	-22%	-2
O=C(CCC(=O)n1ncc2ccccc21)NCc1ccc(F)cc1	-14%	1%	-6%	8%	14%	1%	3%	?	-2
CCOc1ccc(/C=C2\SC(=S)N(CCCC(=O)NCCCN3CCOCC3)C2=O)cc1	?	-2%	-28%	?	?	23%	?	-15%	13
CCCNC(=O)C(Cc1ccc(I)cc1)NC(=O)c1ccc(C#N)cc1 (stereo unspecified)	?	4%	6%	8%[0.501 µM]	15%	5%	-5%	?	-2
COc1cc(NS(=O)(=O)c2cc3[nH]c(=O)c(=O)[nH]c3cc2C)cc(OC)c1OC	-27%	16%	414%[activator]	·	67%[activator]	8%	?	-30%	-5
COC(=O)c1cc(Br)c(=O)n(Cc2ccc(OC)c(OC)c2)c1	-13%	3%	-3%	-35%[12.7 µM]	17%	8%	-26%	12%	3
Cc1cccc(-n2c(CNC(=O)COc3ccccc3)nnc2SCC(=O)Nc2nccs2)c1	-25%	9%	0%	?	28%	3%	-4%	5%	-4
Cn1ncc(Br)c1C(=O)N1CCCCCC1	-2%	7%	?	32µM*	13%	-3%	4%	-12%	2
Clc1ccc(C2[C@H]3CN(Cc4ccc(-c5ccccc5)cc4)[C@H](c4ccccc4)C34CC2(c2ccccc2)C4)cn1 (stereo partly specified)	-21%	7%	-18%	-6%[12.7 µM]	32%	8%	-1%	9%	1
Cn1c(CCNC(=O)c2ccco2)nc2cc(NC(=O)NC3CCCCC3)ccc21	-12%	-1%	0%	-38%[12.7 µM]	38%	2%	-24%	-28%	-3
Cc1ccc(S(=O)(=O)N(C)c2ccc(C(=O)N3CCOCC3)cc2)cc1	3%	-8%	-5%	-7%	42%[activator]	-5%	7%	-11%	-1
Cc1cc(Nc2cccc(F)c2)nc(-c2ccccc2O)n1	20%	-3%	?	-11%	108%[activator]	·	16%	-20%	0
O=C(NCC(c1ccco1)N1CCOCC1)c1ccc(F)c(F)c1 (stereo unspecified)	5%	-5%	4%	5%[0.501 µM]	43%[activator]	4%	-2%	-26%	3
O=C(CNC(c1ccccc1)c1ccccc1)Nc1ccccc1Br	34%	8%	·	67%[activator]	87%[activator]	-10%	24%	5%	-3
COc1cc(/C=N/NC(=O)CSCc2ccc([N+](=O)[O-])cc2)cc(OC)c1OC	-23%	14%	0%	-16%[12.7 µM]	2%	11%	-6%	-11%	4
CC(=O)c1ccc(NC(=O)CSc2nc(=O)cc(N)n2-c2ccccc2)cc1	-23%	4%	-10%	-5%	17%	14%	-37%	-7%	-1
SMILES	JMJD2A Tudor inh	GLS inhibitor	12-LOX inh	G9a block	HP1b chromo inh	ERG-DNA inh	BAZ2B block	RGS4 inhibitor	PI4K2A inh
CCC(=O)c1ccc(OCc2cn(CC(=O)c3ccc(O)cc3)nn2)cc1	-23%	-1%	?	·	37%	-12%	·	-2%	-23
CCc1ccc2[nH]c(=O)c(CN(CCN(CC)CC)C(=S)NCc3ccco3)cc2c1	?	16%	95%[activator]	·	4%	3%	-34%	-14%	-12
CC(NC(=O)c1ccccc1F)c1nnc(SCC(=O)Nc2nccs2)n1C (stereo unspecified)	-13%	0%	-4%	-2%	-33%	-8%	8%	3%	1
COCC1CCN(Cc2cn[nH]c2-c2cc3ccccc3o2)C1 (stereo unspecified)	-19%	0%	0%	-25%	0%	2%	-33%	14%	2
Cc1cc(NS(=O)(=O)c2ccc(NC(=O)COc3ccc(Cl)cc3Cl)cc2)no1	-8%	3%	-6%	7%	14%	-3%	-13%	-4%	0
COCc1nnc(NS(=O)(=O)c2ccc(F)cc2)s1	3%	-1%	0%	-120%	39%[activator]	-3%	-8%	-9%	-2
C=CC[C@@H](CC(=O)N[C@H](CO)Cc1ccccc1)C(=O)N[C@H](COC(=O)[C@@H](CC=C)Cc1ccc(F)cc1)Cc1c[nH]c2ccccc12	-35%	4%	?	·	14%	3%	·	-23%	-1
Cc1ccccc1NC(=S)NC(NC(=O)C(C)(C)C)C(Cl)(Cl)Cl (stereo unspecified)	4%	-7%	-27%	?	62%[activator]	-9%	5%	11%	2
Cc1ccc(C(=O)N/C(=C\c2cccs2)C(=O)NCCCn2ccnc2)cc1	-17%	14%	19%	10%[59 µM]	23%	-2%	-35%	-3%	-3
CN(C)c1[nH]c(=O)c(C#N)c2c1CCN2Cc1ccccc1	-2%	18%	0%	12%[2.33 µM]	29%	7%	?	?	13
CCOC(=O)C1=C(c2ccccc2)NC(=O)NC1c1cc(OC)c(OC)cc1OC (stereo unspecified)	-13%	7%	-33%	7%	16%	-1%	-18%	-11%	5
CCCN(CC(=O)Nc1ccccc1C)C(=O)c1ccc(Cl)c(S(=O)(=O)N2CCCC2)c1	-13%	1%	3%	-3%[59 µM]	4%	-6%	-2%	21%	-4
Cc1cc(C(=O)CN2C(=O)C(=O)N(C3CCCC3)C2=O)c(C)n1-c1ccc(F)cc1	?	-10%	-3%	?	14%	-7%	-26%	14%	1
CCN(CC)C(=O)N1CCC(NC(=O)Cc2ccccc2)CC1	-9%	8%	-2%	?	31%[activator]	16%	2%	6%	-4
COC(=O)c1ccc2c(c1)S(=O)(=O)NC(=NCCCN1CCOCC1)S2	15%	2%	?	-50%	34%	10%	-4%	-4%	3
O=C(COC(=O)c1cc[n+]([O-])cc1)Nc1ccccc1Sc1ccccc1	-5%	-7%	-5%	-42%	36%	-11%	7%	-9%	-1
CCCC1(c2ccccc2)NC(=O)N(CC(=O)Nc2cc(S(=O)(=O)N3CCOCC3)ccc2Cl)C1=O (stereo unspecified)	-15%	-4%	0%	-8%	24%	10%	·	3%	14
COc1cc(/C=N/NC(=O)C(C)Nc2n[nH]c(=O)[nH]c2=O)ccc1O (stereo unspecified)	-8%	?	-2%	?	2%	-16%	-2%	-33%	4
Cc1ccc(C(=O)N/C(=C/c2cccs2)C(=O)N2CCCCCC2)cc1	-3%	7%	-4%	10%[12.7 µM]	7%	·	-29%	19%	3
NS(=O)(=O)c1ccc(CNC(=S)Nc2cc(S(=O)(=O)N3CCOCC3)ccc2Cl)cc1	-19%	2%	?	·	31%	-18%	·	-14%	3

Three structures already listed, ordered by heavy-atom count, largest number first.
SMILES	JMJD2A Tudor inh	GLS inhibitor	12-LOX inh	G9a block	HP1b chromo inh	ERG-DNA inh	BAZ2B block	RGS4 inhibitor	PI4K2A inh
Cc1ccc(C(=O)N/C(=C\c2cccs2)C(=O)NCCCn2ccnc2)cc1	-17%	14%	19%	10%[59 µM]	23%	-2%	-35%	-3%	-3
Cc1ccc(C(=O)N/C(=C/c2cccs2)C(=O)N2CCCCCC2)cc1	-3%	7%	-4%	10%[12.7 µM]	7%	·	-29%	19%	3
CCN(CC)C(=O)N1CCC(NC(=O)Cc2ccccc2)CC1	-9%	8%	-2%	?	31%[activator]	16%	2%	6%	-4

Compound activity (PubChem)

This is a subset, so the mix of outcomes need not match the whole.
